Compound activity (PubChem BioAssay)
MsrA act = activates bovine MsrA enzyme | actives 0.3% (n = 360,000) | purified bovine MsrA, absorbance read-out | activation, % at 10.6 µM; in the data active = activation above about 7.5%;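 note: 0% = vehicle and 100% = reference activator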
Tb MetRS inh = blocks T. brucei methionyl-tRNA synthetase activity. AID 624268. purified T. brucei MetRS, ATP depletion, Kinase-Glo luminescence. inhibition, % at 11.9 µM. actives 0.4% (n = 360,000);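 active = inhibition above a per-plate cutoff of the control wells' mean inhibition plus 3 SD, cut at about 5.5% in these data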;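 note: 0% = DMSO wells median and 100% = median of wells with control inhibitor compound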
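Dosing: 11.9 µM single point; system: parasite MetRS enzyme; technique: luminescence of leftover ATP; times: 15 min enzyme-compound preincubation, 2 h reaction, 10 min detection, 25 °C; replicates: each compound tested once; read-out basis: percent inhibition relative to median high and low control wells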
Neddylation inh = cullin neddylation inhibition. TR-FRET cullin neddylation, biochemical. actives 0.58% (n = 360,000). calls only at 25 µM. AID 651699; in the data active = inhibition above about 36%
CSN inh = CSN deneddylation inhibition; Q92905; inhibition, % at 12.5 µM; Purified CSN, SCF-Nedd8-OG deneddylation, fluorescence polarization; AID 651999; actives 0.38% (n = 360,000);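 active = pattern-corrected inhibition above about 35%, with an unprinted fluorescence ratio check between 0.5 and 1.5, limit read from the data, passing the limit was not always enough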;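 note: 0% = enzyme with substrate and 100% = substrate without enzyme; some results filed as inactive read as strong as hits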
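Material: purified human Csn5 enzyme expressed in HEK293T cells / Medium: Tris buffer pH 7.5, NaCl, DTT, Tween-20, trehalose, ovalbumin / Compound dosing: 12.5 µM single point / Schedule: 90 min incubation of compound, enzyme and substrate at room temperature / Signal: fluorescence polarization of the substrate / Control set: no-enzyme wells high, enzyme-with-substrate wells low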
Rin1-Abl PPI inh = blocks binding of human Rin1 to Abl; P00519+Q13671; TR-FRET Rin1/Abl binding, biochemical; inhibition, % at 7.35 µM; actives 0.4% (n = 360,000); AID 588664; in the data active = inhibition above about 5%, passing the limit was not always enough
MLLE-PAM2 inh = blocks PAM2 peptide binding to the PABP1 MLLE domain. inhibition, % at 20 µM. P11940. actives 0.36% (n = 360,000). GST-MLLE / FITC-PAM2 fluorescence polarization; in the data active = inhibition above about 35%, passing the limit was not always enough;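 note: plate controls were DMSO wells with GST-MLLE for no effect and wells lacking GST-MLLE protein for full effect; some results filed as inactive read as strong as hits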
FAS-TE inh = inhibitors of human fatty acid synthase thioesterase domain. P49327. recombinant FAS-TE, OMFH fluorogenic substrate, fluorescence endpoint. inhibition, % at 15 µM. actives 0.67% (n = 360,000);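 active = compounds whose normalised, plate-corrected inhibition of enzyme fluorescence in the single-dose primary screen is 50% or more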;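 note: 0% = DMSO with enzyme and 100% = substrate without enzyme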
eLon inh = inhibits E. coli Lon protease. AID 602123. actives 0.42% (n = 360,000). P0A9M0. inhibition, % at 7.94 µM. purified E. coli Lon protease, fluorescence polarization; in the data active = inhibition above about 13%, passing the limit was not always enough;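 note: 0% = enzyme with probe and DMSO and 100% = no enzyme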
MsrA inh = inhibits bovine methionine sulfoxide reductase A | purified bovine MsrA, absorbance read-out | inhibition, % at 15.5 µM | actives 0.75% (n = 360,000); in the data active = inhibition above about 4.5%;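 note: 0% = vehicle wells with enzyme and 100% = reference inhibitor wells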
Numbers without * were called inactive; i = inactive; nt = not tested or not shown; + = active, no number; & = joins results of further samples.

SMILES	MsrA act	Tb MetRS inh	Neddylation inh	CSN inh	Rin1-Abl PPI inh	MLLE-PAM2 inh	FAS-TE inh	eLon inh	MsrA inh
Cn1c(CO)cnc1SCc1ccc(Cl)cc1	3	-0.3	i	5	0	2	-2	-10	1.0
CN(CC(=O)Nc1ccc(F)cc1)CC(=O)Nc1ccc(Cl)c(S(=O)(=O)N2CCOCC2)c1	0	0.1	i	6	5.1*	7	6	-8	-0.1
CCN(CC)C(=O)C1=C(C)N(Cc2ccccc2)C(=O)C(CC(=O)NC2CCCC2)C1 (centres undefined)	-4	-0.1	i	1	0	8	-2	-9	-0.4
CCN1CCN(C(=O)c2cc3cc([N+](=O)[O-])ccc3oc2=O)CC1	-2	-0.6	i	-2	2	7	2	7	2.0
CCN(CC)CCN(Cc1cc2cc3c(cc2[nH]c1=O)OCCO3)C(=S)NCC1CCCO1 (centres undefined)	-1	-0.1	i	0	0	-76	-5	-6	1.4
CC(C)CCN1CCN(Cc2ccc(Sc3nncn3C)o2)CC1CCO (centres undefined)	-2	0.1	i	3	1	5	-8	-11	-0.3
CC1Cc2ccccc2N1S(=O)(=O)c1cccc(C(=O)OCC(=O)NCc2ccco2)c1 (centres undefined)	-3	-0.8	i	1	-5	-9	15	0	-0.1
O=c1c2ccccc2oc2ccc(-c3ccc4[nH]ccc4c3)cc12	-1	0.0	i	-6	6	-14	23	-5	-0.4
c1cncc(-c2ccc3ncnc(NCc4cccs4)c3c2)c1	-3	-0.1	i	-7	-2	-8	0	7	0.3
CCn1nc(C)c(CNC(=O)CCc2nnc(-c3ccc(C(C)=O)s3)o2)c1C	-3	-0.4	i	-6	3	-11	1	-10	-0.1
COc1ccccc1OCCn1c(=O)oc2ccc(C)cc21	-14	-1.3	i	-4	0	11	8	0	1.1
CC1CN(C(=O)/C(=C/c2ccco2)NC(=O)c2ccccc2)CC(C)O1 (centres undefined)	-5	0.0	i	-2	1	11	-6	5	0.8
CC1CCCCN1S(=O)(=O)c1ccc(S(=O)(=O)N2CCCC2)cc1 (centres undefined)	-4	0.0	i	1	0	-1	5	3	0.4
Cc1[nH]n(-c2ccccc2)c(=O)c1C(=O)c1ccc([N+](=O)[O-])cc1	-5	-0.2	i	1	-2	16	-4	-1	2.5
CCOc1ccccc1CN1CCN(S(=O)(=O)CC)CC1	-3	-0.1	i	0	-1	6	-9	-1	-0.2
CCc1ccc(CN(C)CC(=O)Nc2ccccc2[N+](=O)[O-])cc1	0	-0.2	i	-2	0	-2	24	-5	-0.3
CSc1cccc(NC(=O)CSc2ccc(C)cc2)c1	-2	-0.6	i	2	1	-2	5	-15	0.1
COc1cccc(NC(=S)N2CCCN(Cc3ccc(F)cc3)C2)c1	-7	-0.6	i	-2	0	-39	-1	-3	-0.2
O=C(Nc1ccc(Br)cc1)C1CC(O)CN1C(=O)OCc1ccccc1 (centres undefined)	1	-0.3	i	0	-3	-2	3	-5	-1.2
O=C(CCC(=O)OCCCC(F)(F)C(F)(F)F)Nc1ccc(Cl)cc1Cl	8	-0.8	i	-2	4	4	20	-9	-0.4

Full records, quoted from the list.
`CC1CCCCN1S(=O)(=O)c1ccc(S(=O)(=O)N2CCCC2)cc1` (centres undefined) in the list: MsrA act: -4; Tb MetRS inh: 0.0; Neddylation inh: i; CSN inh: 1; Rin1-Abl PPI inh: 0; MLLE-PAM2 inh: -1; FAS-TE inh: 5; eLon inh: 3; MsrA inh: 0.4
`CCn1nc(C)c(CNC(=O)CCc2nnc(-c3ccc(C(C)=O)s3)o2)c1C` in the list: MsrA act: -3; Tb MetRS inh: -0.4; Neddylation inh: i; CSN inh: -6; Rin1-Abl PPI inh: 3; MLLE-PAM2 inh: -11; FAS-TE inh: 1; eLon inh: -10; MsrA inh: -0.1

(further entries)
SMILES	MsrA act	Tb MetRS inh	Neddylation inh	CSN inh	Rin1-Abl PPI inh	MLLE-PAM2 inh	FAS-TE inh	eLon inh	MsrA inh
CC(=O)N1c2ccc(S(=O)(=O)NCCC(=O)NCc3ccc(N(C)C)cc3)cc2CC1C (centres undefined)	-6	-0.4	i	1	0	6	-3	-4	0.7
CC1CN(Cc2ccccc2)c2nc3c(c(=O)[nH]c(=O)n3C)n2C1 (centres undefined)	-7	-1.0	i	-1	1	4	-8	9	2.4
COc1ccc2c(c1)CO[C@]21O[C@H](CCO)C[C@H](O)[C@H]1O	-2	-0.6	i	-2	1	-2	-3	-12	0.3
CCOc1ccc(Nc2cc(=O)n(C)c(=O)n2C)cc1	1	-0.2	i	-1	0	3	-3	-6	-0.1
C=CCN1C(=O)C(O)(CC(=O)c2ccc(OC)cc2OC)c2cc(Br)ccc21 (centres undefined)	-2	-1.8	i	-1	-3	-7	10	8	-0.6
CC(C)C1Oc2cc3oc(=O)ccc3cc2C1=O (centres undefined)	-14	-1.3	+	2	0	0	-6	1	3.4
CS(=O)(=O)N(CC(=O)Nc1ccc(F)cc1F)C1CCCCC1	0	-0.6	i	2	0	0	-4	2	-0.5
COCCOC(=O)C1=C(C)NC(=O)NC1c1ccc(OC(=O)c2ccco2)c(OC)c1 (centres undefined)	-8	-0.5	i	-4	-3	-8	-3	1	0.2
CCCC(=O)C1C(=O)CC(C)(C)C(c2cc(C)no2)C1=O (centres undefined)	-12	-1.4	i	-2	2	1	-5	2	0.6
CCSc1ccccc1-c1nc(-c2ccncc2)no1	-1	-0.1	i	4	-5	9	11	-4	0.2
COc1cc(OC)cc(C2=Cc3ccc(OC)cc3C(CC(C)=O)N2c2ccc(C#CC3(N)CCCCC3)cc2)c1 (centres undefined)	-8	-1.1	nt	-1	nt	nt	12	3	0.8
O=C(Nc1ccc2c(c1)OCO2)C1CCCN1C(=O)Nc1ccccc1 (centres undefined)	1	-0.6	i	2	3	-1	-3	-2	1.9
Cc1cc(=O)n(CCc2ccccc2)c(O)c1C#N	1	-0.3	i	0	-1	-44	1	-23	1.7
COCC(=O)N(c1ccccc1)C(C)C(=O)OC (centres undefined)	-3	-0.1	i	2	-1	-10	-5	0	0.2
Cc1cccc(C(=O)N2CCCCCC2)c1[N+](=O)[O-]	-3	-0.2	i	-1	-1	1	-10	-6	-0.4
N#Cc1cccc(NC(=O)CCN2C(=O)C3CCCCC3C2=O)c1 (centres undefined)	-3	0.0	i	-3	0	-1	-7	23	0.9
Cc1ccc(CC(=O)CCc2ccccc2)cc1	-4	-0.3	i	-1	1	-5	14	5	0.6
CC1CCN(C(=O)CSc2ccc(-c3ccccc3)nn2)CC1	-3	-0.6	i	-5	-3	6	-1	-5	-0.1
CCOC(=O)c1c(C)n(S(=O)(=O)c2ccc(C)cc2)c2ccc(O)c(C(=O)O)c12	4	0.8	i	5	0	12	1	-9	-0.6
CCN(CC)c1ncnc2c1sc1nc(C)cc(C)c12	-1	-0.1	i	1	1	-12	3	-6	1.9
C=CCN1C(c2cccc(C(F)(F)F)c2)=CS/C1=C(/C#N)c1nnc(N2CCOCC2)n1-c1ccccc1	-1	0.4	i	-15	1	11	4	6	1.7
O=C(CCCN1C(=O)[C@H]2CC=CC[C@H]2C1=O)NCc1nc(-c2ccccc2)no1	0	0.6	i	6	-2	-29	-5	-20	0.1
COc1ccc(C(=O)Nc2ccc(S(=O)(=O)N3CCN(C)CC3)cc2)cc1	-2	0.1	i	-4	-4	-7	-4	2	0.0
Cc1cccc(C)c1OCCOCCN1CCN(C)CC1	-7&-2	0.1&-0.2	i	1&0	4&-2	1&-3	-10&-6	-1&10	0.9&-1.4
COc1cccc(CNC(=O)C2CC(=O)N(C3CCCCCCC3)C2)c1 (centres undefined)	-3	-0.2	i	-3	-2	-17	2	5	0.1
Cn1c(=O)c2[nH]c(CCCCCCCc3nc4ccccc4[nH]3)nc2n(C)c1=O	-8	0.1	i	-2	3	-25	-3	-14	1.1
O=C(NCc1ccco1)c1ccc(C(F)(F)F)cc1	-2	-0.7	i	-1	2	2	0	5	1.6
N#C/C(=C\c1ccc[nH]1)C(=O)c1ccccc1	1	1.5	i	0	-1	-2	-5	6	1.9
CCN(c1ccccc1)c1cc(C)nc2nc(C)nn12	-9	-0.3	i	-4	1	7	-6	-4	0.8
Cn1c(=O)c2c(nc(SCC(=O)NCc3ccco3)n2C)n(C)c1=O	-2	-0.5	i	-7	0	2	-1	8	0.7
CC(C)OC(=O)CC(=O)CSc1nc2c(cc1C#N)CCCC2	-10	-2.3	nt	-5	-4	16	-3	-8	0.3
COc1ccc(-c2csc(-c3cc4ccccc4oc3=N)n2)cc1	-5	-0.8	i	5	-2	-11	-2	-22	-1.3
CCOc1ccc(-n2c(COc3ccc(C)cc3)nnc2SCC(N)=O)cc1	-5	-0.4	i	3	2	-109	-8	0	-0.1
CCN(CC)C(=O)C1CCCN(C(=O)Nc2ccccc2)C1 (centres undefined)	-8	-0.9	i	-2	3	1	-3	-4	-0.7
CCOc1ccc(C(NC(C)=O)c2ccc(OC)c(OC)c2)cc1 (centres undefined)	-6	-0.2	i	1	-2	23	-11	5	0.5
COc1ccc(S(=O)(=O)Nc2ccc(C)cc2)cc1N(C)S(=O)(=O)c1ccc(Cl)cc1	-3	-1.1	i	-1	0	1	20	-11	1.3
Cc1ccc(NC(=O)COc2ccc(Br)cc2CO)cc1	0	4.1	i	0	2	-11	7	1	1.4
O=C(COC(=O)C1CC1)Nc1ccc(S(=O)(=O)N2CCOCC2)cc1	-2	-0.1	i	4	2	10	-4	-1	0.5
COc1ccc(C(=O)/C=C/Nc2cccc(C)n2)cc1OC	4	0.0	i	-3	-1	-6	0	-13	1.2
Cc1ccc(CN2CCN(Cc3cn(C)nc3-c3ccccc3)CC2CCO)o1 (centres undefined)	-3	-0.5	i	1	-2	-10	-3	1	0.5
Cc1ccc(NC(=O)CNC2CCS(=O)(=O)C2)cc1C (centres undefined)	-3	-0.4	i	6	-3	0	2	2	-1.0
Cc1cc(C)c2c(n1)sc1c(N3CCN(C)CC3)ncnc12	-3	0.2	i	-2	5	-8	-7	4	2.6
CCN1C(=O)[C@H]2[C@H]3CN=C(SCc4ccccc4)N3[C@@](Cc3ccccc3)(C(=O)OC)[C@H]2C1=O	-7	-2.4	i	-4	3	6	12	-6	-0.8
Cc1cc(C(C)(C)C)oc1C(=O)N(CC(=O)NC1CCCC1)c1ccc(F)cc1	1	-0.5	i	1	2	-4	15	1	0.0
Brc1cccc(-c2nnc(SCc3ccon3)n2-c2ccccc2)c1	-1	-1.1	i	-1	0	-5	4	-1	-0.3
C=CCn1c(=O)c2ccc(C(=O)NCc3ccccc3)cc2n(Cc2ccc(C)cc2)c1=O	-1	0.0	i	1	6	-9	-4	9	-0.9
CC(=O)Nc1cc(-c2ccc(CO)cc2)cn2c(-c3ccc(F)c(Cl)c3)cnc12	-1	0.3	i	14	-5	-40	22	-32	1.0
COc1ccc(C(=O)OCc2ccccc2C#N)cc1S(=O)(=O)N1CCOCC1	-3	-0.2	i	4	-6	-1	-2	-2	0.0
O=C(c1cc(COc2ccc(F)cc2Cl)on1)N1CCN(C2CCCC2)CC1	-2	-0.4	i	5	2	8	4	3	2.0

Molecules listed so far that have a thiophene ring, fused or not (4):
SMILES	MsrA act	Tb MetRS inh	Neddylation inh	CSN inh	Rin1-Abl PPI inh	MLLE-PAM2 inh	FAS-TE inh	eLon inh	MsrA inh
c1cncc(-c2ccc3ncnc(NCc4cccs4)c3c2)c1	-3	-0.1	i	-7	-2	-8	0	7	0.3
CCn1nc(C)c(CNC(=O)CCc2nnc(-c3ccc(C(C)=O)s3)o2)c1C	-3	-0.4	i	-6	3	-11	1	-10	-0.1
CCN(CC)c1ncnc2c1sc1nc(C)cc(C)c12	-1	-0.1	i	1	1	-12	3	-6	1.9
Cc1cc(C)c2c(n1)sc1c(N3CCN(C)CC3)ncnc12	-3	0.2	i	-2	5	-8	-7	4	2.6

Not a hit list, and some 4% of all compounds hit somewhere here.
